Compound activity as filed in PubChem.
3CLpro inhibitor: SARS-CoV 3CLpro protease inhibitors, primary screen, biochemical, quenched FRET | Replicase polyprotein 1ab (Severe acute respiratory syndrome coronavirus), P0C6X7 | recombinant SARS-CoV 3CLpro, quenched FRET peptide cleavage | inhibition, % at 6 µM | actives 0.14% (n = 290,000); in the data active means inhibition above about 12%
BH1578 lux ind: inducers of Vibrio cholerae quorum light production without autoinducers, primary screen, BH1578 luxS cqsA deficient, single point. V. cholerae BH1578 lux reporter, luminescence, 6 h. activation, % at 18.7 µM. actives 0.16% (n = 350,000); in the data active means activation mostly above about 9.7%, no sharp cut-off; inconclusive means no clear call, values can overlap the other calls; inactive means mostly below about 3.7%; further: not every result past the cut was called active; inactives centre near 0; reference of the scale not given here
Anthrax LF inh2: Bacillus anthracis LF protease inhibitors, primary screen, biochemical, multiplex microsphere, MLPCN library; inhibition, % at 10 µM; multiplex microsphere protease cleavage assay; actives 0.12% (n = 360,000); in the data active means inhibition above about 30%; inconclusive means no clear call, values can overlap the other calls; further: plate controls were buffer without enzyme for full effect and enzyme alone for no effect
Target sequence (P15917 whole entry, looked up): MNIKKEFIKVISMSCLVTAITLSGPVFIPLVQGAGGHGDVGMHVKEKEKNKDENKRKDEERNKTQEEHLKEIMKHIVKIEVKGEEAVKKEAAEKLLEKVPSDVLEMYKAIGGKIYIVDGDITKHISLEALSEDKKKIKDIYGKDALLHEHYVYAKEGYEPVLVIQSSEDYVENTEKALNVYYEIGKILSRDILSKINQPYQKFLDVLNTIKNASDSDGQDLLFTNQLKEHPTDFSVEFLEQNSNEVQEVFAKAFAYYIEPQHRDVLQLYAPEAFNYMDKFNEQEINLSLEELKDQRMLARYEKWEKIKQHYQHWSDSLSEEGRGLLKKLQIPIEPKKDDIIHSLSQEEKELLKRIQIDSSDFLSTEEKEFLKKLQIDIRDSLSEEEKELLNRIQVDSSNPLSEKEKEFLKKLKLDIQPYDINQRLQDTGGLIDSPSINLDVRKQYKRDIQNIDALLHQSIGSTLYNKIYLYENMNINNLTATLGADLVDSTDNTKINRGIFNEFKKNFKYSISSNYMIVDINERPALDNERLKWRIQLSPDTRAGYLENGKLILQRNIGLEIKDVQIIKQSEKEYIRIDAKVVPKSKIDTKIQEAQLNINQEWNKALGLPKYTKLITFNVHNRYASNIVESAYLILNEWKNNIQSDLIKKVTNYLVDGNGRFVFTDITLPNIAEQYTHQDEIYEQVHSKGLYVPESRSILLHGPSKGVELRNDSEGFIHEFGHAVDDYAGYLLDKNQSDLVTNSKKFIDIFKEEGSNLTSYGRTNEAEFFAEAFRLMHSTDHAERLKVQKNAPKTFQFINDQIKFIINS
DUSP3 inh: VHR1 phosphatase inhibitors, primary screen, biochemical, absorbance, uHTS; AID 1654, 2009; actives 0.52% (n = 290,000); inhibition, % at 13.3 µM; recombinant VHR phosphatase, pNPP absorbance; Dual specificity protein phosphatase 3 (Homo sapiens), P51452; in the data active means inhibition above about 50%; further: some compounds called inactive have numbers as strong as hits
Target sequence (P51452 whole entry, looked up): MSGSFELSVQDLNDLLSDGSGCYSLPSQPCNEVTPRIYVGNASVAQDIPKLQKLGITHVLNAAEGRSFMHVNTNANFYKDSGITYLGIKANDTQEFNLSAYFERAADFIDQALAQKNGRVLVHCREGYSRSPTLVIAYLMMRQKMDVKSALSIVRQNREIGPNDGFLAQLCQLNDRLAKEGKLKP
PriA SSB inh: inhibitors of Klebsiella pneumoniae PriA binding to SSB C-terminal tail, primary screen, biochemical, AlphaScreen; actives 0.6% (n = 430,000); PriA–SSB C-terminal tail interaction (Klebsiella pneumoniae); inhibition, % at 33 µM; AlphaScreen SSBct-PriA binding, biotinylated peptide; in the data active means inhibition mostly above about 37%, no sharp cut-off; inactive means mostly below about 20%;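 further: plate controls were negative control peptide for no effect and reference peptide for full effect; strong numbers were not always called active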
PfHsp40 rescue: rescue of yeast from PfHsp40 toxicity, primary screen, S. cerevisiae, ATP luminescence. actives 0.68% (n = 340,000). S. cerevisiae expressing PfHsp40, growth rescue. growth rescue, % at 12.5 µM; in the data active means growth rescue above about 28%, passing the limit was not always enough; inconclusive means no clear call, values can overlap the other calls;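 further: yeast W303a lacking pdr1 and pdr3 grown in galactose medium; growth measured after three days at 30 °C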
MazF activator: activators of E. coli MazEF toxin-antitoxin RNase, primary screen, biochemical, fluorescence, uHTS; actives 0.32% (n = 350,000); activation, % at 20 µM; AID 504720, 2011; FAM/BHQ RNA-DNA oligo cleavage fluorescence, 5 h; in the data active means activation above about 50%
Target sequence (P0AE70 whole entry, looked up): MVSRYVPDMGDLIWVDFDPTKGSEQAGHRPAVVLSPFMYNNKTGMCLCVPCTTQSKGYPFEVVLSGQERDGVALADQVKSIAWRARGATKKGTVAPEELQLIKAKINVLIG
Y pestis TopoI: Yersinia pestis topoisomerase I inhibitors, primary screen, biochemical, cleavage product accumulation, plate reader, single point. AID 504884, 2011. activity, % at 10 µM. Y. pestis Topo-I cleavage product accumulation. DNA topoisomerase I (Yersinia pestis CO92). actives 0.064% (n = 360,000); in the data active means activity above about 50%, passing the limit was not always enough; inconclusive means no clear call, values can overlap the other calls; further: inactives centre near 2
TcdB GH inh: TcdB glycohydrolase inhibitors, primary screen, biochemical, single point, plate reader. Toxin B (Clostridioides difficile), P18177. TcdB glycohydrolase enzymatic assay. inhibition, % at 9.99 µM. actives 0.24% (n = 350,000). AID 652162, 2013; in the data active means inhibition above about 10%
Rv3671c protease: Rv3671c serine protease inhibitors, primary screen, biochemical, fluorescence polarization, M. tuberculosis H37Rv | inhibition, % at 5.96 µM | AID 2606, 2010 | actives 0.048% (n = 320,000); in the data active means inhibition above about 38%;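 further: extracellular domain of Rv3671c used as enzyme; 0% = enzyme with DMSO and 100% = no enzyme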
* = called active by the depositor; i = inactive; ? = inconclusive; . = no result given. Some of the compounds tested; the hit share may differ from the screen's.

SMILES	3CLpro inhibitor	BH1578 lux ind	Anthrax LF inh2	DUSP3 inh	PriA SSB inh	PfHsp40 rescue	MazF activator	Y pestis TopoI	TcdB GH inh	Rv3671c protease
CC(O)[C@H]1CNC(=O)C(=O)N1CCC12CC3CC(CC(C3)C1)C2 (stereo partly specified)	.	0.3	3.6	7.2	-12.2	-1.0	-4.2	3.2	1.1	10.2
Cc1c(C(=O)Nc2ccc3c(c2)OCCO3)oc2ccc(Br)cc12	.	i	-2.0	.	2.6	6.7	9.1	7.2	-0.4	-23.7
CCCCCCc1c(C)[nH]c2nc3ccccc3n2c1=O	5.2	-0.5	5.9	13.8	-1.1	0.3	1.7	10.5	1.5	7.3
CC(=O)c1c(C)[nH]c(C(=O)N2CC(C)CC(C)C2)c1C (stereo unspecified)	-3.1	0.6	-7.9	9.6	-9.8	-2.0	6.2	7.5	1.2	0.4
CCOc1ccccc1NC(=O)c1cc(CC(C)C)oc1C	-1.2	i	-4.9	12.7	-18.8	1.2	-5.3	8.2	.	1.1
CCC(Sc1ncnc2c1c(-c1ccccc1)cn2-c1ccc(OC)cc1)C(=O)OC (stereo unspecified)	2.2	i	-0.1	-5.4	-11.2	-0.2	5.0	26.8	-0.2	-2.1
Cc1ccc(C)n1-c1sc2c(c1C#N)CCCC2	-2.9	5.9	-5.0	13.2	-0.9	0.8	-3.2	3.0	.	-4.3
CN(C)CCCOC(=O)N1c2ccccc2C=Cc2ccccc21	-8.3	i	-6.2	17.2	-2.9	1.1	-7.4	1.9	0.5	-3.8
N#Cc1cnn(-c2cccc(Cl)c2)c1-n1cccc1	0.8	i	-8.1	9.6	-22.5	0.1	4.7	-2.2	0.8	5.2
Cc1nc(SCC(=O)N2CCCCCC2)[nH]c(=O)c1C	.	i	1.0	.	-7.7	1.5	-0.9	10.0	0.9	6.4
Cc1cc(=O)[nH]c(SCC(=O)Nc2nc3c(s2)CCCC3)n1	-4.1	-0.4	-5.2	26.9	-12.7	0.7	3.0	2.7	.	-3.0
COC(=O)C1=C(c2ccc(C(C)=O)cc2)C[C@@H]2CC[C@H]1N2C(=O)NCc1ccco1	.	-0.4	-4.8	.	-7.2	9.1	0.4	4.4	0.4	7.8
COC(=O)c1ccccc1NC=C1C(=O)OC2(CCCCC2)OC1=O	0.9	0.4	-4.5	-11.1	-11.1	1.0	6.6	1.8	.	3.3
N#C/C(=C\c1cn(CC(=O)O)c2ccccc12)C(=O)NCc1ccccc1	-5.8	0.1	.	16.5	-6.8	-0.7	-8.5	-2.0	1.4	1.6
CCOC(=O)Nc1ccc2c(c1)N(C(=O)CCN(CC)CC)c1ccccc1CC2	0.8	-0.8	-8.1	50.2*	6.2	0.6	8.1	5.3	2.1	3.5
CC1C(c2ccccc2)C(C#N)(C#N)C2(C#N)C(=O)NC1(N)C2C (stereo unspecified)	3.4	1.2	-9.5	11.6	-3.2	1.2	0.0	-6.4	1.8	-0.3
CCc1ccc2nc(N3C(=O)C(O)=C(C(=O)c4ccco4)C3c3cccs3)sc2c1 (stereo unspecified)	0.2	-0.6	-11.7	13.2	-3.8	3.9	78.8*	-3.8	.	-20.1
Cc1cc(N2C(=O)C(O)=C(C(=O)c3ccco3)C2c2ccccc2F)no1 (stereo unspecified)	1.7	0.7	2.1	10.1	-4.9	-0.5	5.9	-2.0	2.9	5.2
COc1ccccc1C(=O)Nc1ccc(N2CCN(C(C)=O)CC2)cc1	1.2	-0.2	-1.9	35.6	-8.4	-1.4	2.8	-1.5	0.8	-1.4
CC(=O)NCCNC(=O)c1cccc(NS(=O)(=O)c2ccc3c(c2)OCCO3)c1	.	i	-3.2	.	-8.4	-1.9	4.3	0.2	1.9	0.5
O=S(=O)(Nc1ccc2nc(C(F)(F)F)[nH]c2c1)c1ccccc1	0.4	i	-3.0	-6.2	-3.9	22.1	-3.9	-4.3	.	-3.5
Cc1ccc(-n2c(C)cc(/C=N/NC(=O)CC3(C)OCCO3)c2C)cc1	4.3	.	-2.4	7.5	.	2.1	-0.2	-9.6	.	3.3
Cn1c(NC(=O)c2ccco2)c(-c2ccccc2Cl)c(=O)c2ccccc21	2.7	-0.3	-12.9	28.0	-3.7	0.9	-2.9	-1.2	.	-3.5
COC(=O)COC(=O)CC(CC(N)=O)c1ccccc1 (stereo unspecified)	1.7	5.9	-0.7	22.5	-4.9	1.1	7.1	-2.6	.	-4.8
CCOC(=O)/C(C#N)=C1/C=CN(Cc2ccccc2)C=N1	2.7	-0.7	-6.1	25.3	4.9	-1.7	2.9	4.7	.	3.7

5 structures out of the list, sorted by heavy-atom count, falling.
SMILES	3CLpro inhibitor	BH1578 lux ind	Anthrax LF inh2	DUSP3 inh	PriA SSB inh	PfHsp40 rescue	MazF activator	Y pestis TopoI	TcdB GH inh	Rv3671c protease
COC(=O)C1=C(c2ccc(C(C)=O)cc2)C[C@@H]2CC[C@H]1N2C(=O)NCc1ccco1	.	-0.4	-4.8	.	-7.2	9.1	0.4	4.4	0.4	7.8
Cn1c(NC(=O)c2ccco2)c(-c2ccccc2Cl)c(=O)c2ccccc21	2.7	-0.3	-12.9	28.0	-3.7	0.9	-2.9	-1.2	.	-3.5
Cc1ccc(-n2c(C)cc(/C=N/NC(=O)CC3(C)OCCO3)c2C)cc1	4.3	.	-2.4	7.5	.	2.1	-0.2	-9.6	.	3.3
CN(C)CCCOC(=O)N1c2ccccc2C=Cc2ccccc21	-8.3	i	-6.2	17.2	-2.9	1.1	-7.4	1.9	0.5	-3.8
Cc1nc(SCC(=O)N2CCCCCC2)[nH]c(=O)c1C	.	i	1.0	.	-7.7	1.5	-0.9	10.0	0.9	6.4

Next section.
SMILES	3CLpro inhibitor	BH1578 lux ind	Anthrax LF inh2	DUSP3 inh	PriA SSB inh	PfHsp40 rescue	MazF activator	Y pestis TopoI	TcdB GH inh	Rv3671c protease
CC(C)(C)OC(=O)N1CCN(C(=O)c2ncn3c2c(=O)[nH]c2ccccc23)CC1	.	-0.4	-7.6	.	.	.	10.5	1.3	-0.1	.
O=C(NNC(=O)c1ccc2ccccc2c1O)NC1CCCCC1	0.8	-0.8	3.3	7.7	35.0	-1.5	1.6	-0.5	-0.3	.
COc1ccccc1C(=O)Nc1ccc(C)c(S(=O)(=O)N2CCCCC2)c1	.	i	-3.3	.	-13.8	0.3	4.6	-1.2	-0.7	.
CN(c1ccccc1C(=O)Nc1cccc(Cl)c1Cl)S(C)(=O)=O	-3.2	-1.2	-1.5	16.1	-2.6	0.4	5.3	1.1	0.3	1.3
CCCN(C(=O)c1cc(S(=O)(=O)N2CCCCC2)ccc1Cl)C1CCS(=O)(=O)C1 (stereo unspecified)	-0.9	-0.4	-9.3	-19.5	-11.6	-0.4	5.9	-9.4	-0.3	-4.0
O=C(Nc1cccc(Cl)c1N1CCCC1)c1cc2ccccc2o1	0.1	i	-5.8	-3.8	-16.2	-0.5	-2.3	19.2	.	-5.5
Cc1cccc(Nc2nc3c(S(=O)(=O)c4ccccc4)nnn3c3ccccc23)c1C	-1.4	0.0	-1.6	-8.5	-1.2	1.2	20.5	3.4	1.2	-16.6
O=C1CCC(C(=O)OCc2c(Cl)cccc2Cl)N1 (stereo unspecified)	-4.2	-0.2	-1.2	0.1	-14.8	0.9	4.8	8.5	1.4	2.7
O=C(NNC1=C(C(=O)C(F)(F)F)CCC1)c1ccc(Cl)cc1	4.8	-7.1	-5.5	28.6	12.7	3.2	0.3	-2.8	.	14.7
O=C(COC(=O)c1ccc(F)c(S(=O)(=O)N2CCOCC2)c1)NCc1ccco1	1.3	0.5	12.1	10.5	-7.0	0.3	-4.9	-7.7	0.0	3.5
CCOc1ccc(NC(=O)CN(C)C(=O)c2c(-c3ccccc3)noc2C)cc1OCC	.	i	-6.7	.	-0.8	-0.1	3.3	-1.9	0.3	-0.2
COc1ccc(C(=O)Oc2cccc3cccnc23)cc1[N+](=O)[O-]	-0.9	-5.7	-0.3	19.8	-0.1	1.2	1.6	-4.6	0.7	-7.9
CCCc1cc(=O)[nH]c(SCC(=O)c2ccc3c(c2)NC(=O)CO3)n1	3.9	1.9	-2.3	-6.4	-7.9	-0.8	-8.9	2.7	0.4	2.2
CC1(C)CC2CC(C)(CN2C(=S)Nc2ccccc2)C1 (stereo unspecified)	-1.6	.	1.9	-15.2	-2.1	-1.5	3.8	1.2	1.8	-0.3
CC1CCCCC1N1CCN(C(=O)c2cccc(F)c2)CC1 (stereo unspecified)	-0.7	-1.5	1.0	37.9	0.2	-0.9	0.4	-1.8	.	4.2
Cc1ccc(NC(=O)N/C=C/c2ccc(Cl)cc2)cc1	2.3	i	-1.1	9.5	5.2	0.4	1.2	-6.1	.	-2.5
CCOc1ccc(CNC(=O)CCCN2C(=O)C(c3ccccc3)Oc3cccnc32)cc1 (stereo unspecified)	-1.5	i	1.3	5.3	12.1	-0.8	-4.3	14.0	0.3	0.0
COc1ccc(-c2cc(C(=O)NCCN3CCOCC3)c3ccccc3n2)c(OC)c1	3.3	1.4	-0.7	0.1	0.6	-1.8	-15.3	-13.9	.	-7.8
COc1ccc(CC(=O)NNS(=O)(=O)c2ccccc2[N+](=O)[O-])cc1	2.6	-6.2	-5.2	-9.4	-9.9	0.4	4.1	-8.7	-7.5	1.8
O=C1N/C(=N\S(=O)(=O)Cc2ccccc2)S/C1=C/c1cc([N+](=O)[O-])ccc1O	-2.1	-0.1	?	-2.5	.	3.4	-61.3	-2.4	-2.0	8.0
CSc1ccc(C2CC(=O)Nc3c2c(=O)n(C)c(=O)n3C)cc1 (stereo unspecified)	-0.3	-0.5	0.2	0.4	2.3	-0.5	13.5	-1.9	1.0	6.7
CCCC(=O)N(CCN(C(=O)CCC)c1ccccc1)c1ccccc1	-3.6	i	3.7	-17.6	-3.4	-0.7	-7.6	8.2	.	1.2
O=C(CSc1n[nH]c(=O)n1C1CC1)Nc1ccccc1	2.9	i	-0.8	-32.8	-16.7	-0.8	9.2	3.6	0.7	-7.4
CC(C)c1ccc(NC2=CC(=O)CC(C)(C)C2)cc1	2.1	i	-4.0	5.3	4.8	-0.7	2.5	7.1	-0.7	1.7
c1ccc2c(c1)CCc1snnc1-2	-2.7	0.3	4.5	0.1	2.1	-0.7	1.7	0.4	0.2	1.6
CCOc1ncccc1C(=O)OCC(=O)NC1CCCCCC1	.	-0.4	-4.7	.	-14.9	-0.1	5.1	-3.7	2.3	.
COc1cc(C2c3c([nH]c(=O)[nH]c3=O)Nc3ccc4ccccc4c32)ccc1O (stereo unspecified)	4.7	-0.2	-2.7	4.8	1.3	-1.1	-9.9	6.9	0.0	12.0
CCc1cc(C(=O)O)c(NC(=O)c2cc(OC)c(OC)c(OC)c2)s1	7.7	0.1	-8.2	7.6	-1.0	0.2	5.8	6.9	0.8	5.7
COc1ccccc1/C=C/C=N/NC(=O)CC1C(=O)NN=C1C (stereo unspecified)	4.6	-0.3	-5.9	16.6	i	0.0	3.0	0.4	0.4	6.0

Laid out differently: two of the compounds above.
Structure,3CLpro inhibitor,BH1578 lux ind,Anthrax LF inh2,DUSP3 inh,PriA SSB inh,PfHsp40 rescue,MazF activator,Y pestis TopoI,TcdB GH inh,Rv3671c protease
Cc1cc(=O)[nH]c(SCC(=O)Nc2nc3c(s2)CCCC3)n1,-4.1,-0.4,-5.2,26.9,-12.7,0.7,3.0,2.7,.,-3.0
COc1ccccc1C(=O)Nc1ccc(C)c(S(=O)(=O)N2CCCCC2)c1,.,i,-3.3,.,-13.8,0.3,4.6,-1.2,-0.7,.
